Vif-APOBEC3F blk – blocks the Vif interaction with APOBEC3F | HeLa A3F-eYFP + Vif (tagged APOBEC3F with the HIV-1 protein that degrades it), YFP fluorescence increase | Potency, µM (titrated, usually from 46.1 µM), without a hit: top-dose activity, negative = active | 390,000 tested, 0.2% active; further: potency means the concentration at half of the fitted maximal effect; % of control where 0% means no effect; nearly all actives have a fitted effect of over 65% in size
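HeLa cells stably expressing Vif plus C-terminally eYFP-tagged A3F were seeded, incubated overnight at 37 deg C, dosed with compound, incubated overnight again at 37 deg C. Yellow fluorescence (Ex 488/Em 500-530) reported blocked Vif-mediated A3F-eYFP degradation.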
RXFP1 antagonist – RXFP1 (human) relaxin receptor antagonism | 350,000 tested, 0.59% active | HEK293-RXFP1, relaxin-stimulated cAMP HTRF, 30 min; active compounds read low | AID 1259400 | activity change, negative = inhibition, % at 57.5 µM | Q9HBX9;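 active means activity change of -60% or lower, but not beyond a set lower limit; inconclusive means change between -60% and -40%, or beyond the set limit; inactive means change above -40%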; further: on the % scale 0 is the no-effect control and ±100 the full control effect
RXFP1 agonist – agonists of human relaxin receptor RXFP1; Q9HBX9; HEK293T-RXFP1 cAMP TR-FRET, 30 min; response scale: percent of porcine relaxin response, buffer zero; Potency, µM (highest dose often 57.5 µM), for the others: at the top dose activation, most hits filed as activators; 370,000 tested, 0.3% active; further: potency means the concentration at half of the fitted maximal effect; on the % scale 0 is the no-effect control and ±100 the full control effect; nearly all actives have a fitted effect of over 60% in size; many of its hits are not listed in these tables
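Agonist response is measured as cAMP accumulation in an RXFP1-transfected HEK293T line under PDE4 inhibition. Values are scaled between buffer-only and 29 nM porcine relaxin, and EC50s come from standard Hill equation fits.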
GRP78 ERSR act – inducers of ER stress response in human glioma cells | U87-MG GRP78 promoter luciferase reporter, 16 h | Potency, µM, for inactives: at the top dose activation, usual class: activators | 420,000 tested, 0.02% active | AID 602332; further: potency means the concentration at half of the fitted maximal effect; series mostly up to about 76 µM; % of control where 0% means no effect; nearly all actives have a fitted effect of over 35% in size
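Stably transfected U87-MG human glioma cells carrying a GRP78-based luminescent sensor were seeded at 1000 cells/well, pin-dosed with compounds and incubated 16 h. Luciferase reagent was then added, and end-point luminescence was read after 10 min at room temperature.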
D1 PAM – enhances dopamine response at the human D1 receptor. 360,000 tested, 0.036% active. AID 504651. potentiation, % at 10 µM. P21728. HEK293 TREx D1 cells, calcium flux, dopamine EC20 potentiation; in the data active means potentiation above about 30%; further: 0% is about no effect
D1 antag – antagonists of human D1 dopamine receptor; P21728; HEK293 TREx D1 cells, calcium flux, dopamine EC80; active compounds read low; activity change, negative = inhibition, % at 10 µM; 360,000 tested, 3.2% active; in the data active means activity change below about -30%; further: on the % scale 0 is the no-effect control and ±100 the full control effect
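Cells carrying a force-coupled, tetracycline-inducible human D1 receptor report calcium flux. Each well gets a 10 s baseline, compound with 180 s monitoring, then an EC80 dopamine stimulus with a second 180 s kinetic read.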
D1 agonist – human D1 receptor agonism | P21728 | HEK293 T-REx D1 cells, calcium flux, agonist mode | activation, % at 2 µM | 360,000 tested, 1% active | AID 504660; in the data active means activation above about 30%; further: 0% is about no effect
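Agonism was scored from calcium flux recorded over 180 s (1 read/s) after pintool compound addition, following a 10-cycle baseline. Cells were inducible force-coupled HEK293 TREx D1, plated overnight at 30 C and loaded with no-wash calcium dye.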
D2 potentiator – positive allosteric modulators of human D2 dopamine receptor | AID 485347 | 340,000 tested, 0.34% active | potentiation, % at 10 µM | HEK293 T-REx D2, calcium flux, EC20 dopamine potentiation | P14416;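 active means potentiation over 3 SD above the plate norm, cut at about 30% in these data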; further: 0% is about no effect
Target sequence (P14416 whole entry, looked up): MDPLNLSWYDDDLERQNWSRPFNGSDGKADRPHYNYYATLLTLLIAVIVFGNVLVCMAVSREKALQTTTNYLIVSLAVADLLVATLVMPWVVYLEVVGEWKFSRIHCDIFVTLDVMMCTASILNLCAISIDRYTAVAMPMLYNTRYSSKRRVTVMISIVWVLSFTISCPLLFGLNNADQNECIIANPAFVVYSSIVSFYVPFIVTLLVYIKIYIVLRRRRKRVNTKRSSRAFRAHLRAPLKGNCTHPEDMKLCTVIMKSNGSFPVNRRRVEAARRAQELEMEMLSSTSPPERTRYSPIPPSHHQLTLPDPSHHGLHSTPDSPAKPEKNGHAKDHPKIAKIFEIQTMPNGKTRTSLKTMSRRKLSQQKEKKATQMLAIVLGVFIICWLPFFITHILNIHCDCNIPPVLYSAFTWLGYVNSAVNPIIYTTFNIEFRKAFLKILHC
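Cells plated with tetracycline inducer and held overnight at 30 C; calcium dye loaded 30–90 min at room temperature; baseline taken, compound added and read 180 s; EC20 dopamine then added and read 180 s.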
Vif-APOBEC3G blk – Vif-A3G binding inhibition; Q9HC16; Potency, µM (series often up to 46.1 µM), for the others: at the top dose activity, negative = active, hits mostly inhibitors; HeLa A3G-eYFP + Vif (tagged APOBEC3G with the HIV-1 protein that degrades it), YFP fluorescence, overnight; 410,000 tested, 0.076% active; AID 602310;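 further: potency means the concentration at half of the fitted maximal effect; on the % scale 0 is the no-effect control and ±100 the full control effect; nearly all actives have a fitted effect of over 60% in size; hits raise eYFP signal because A3G escapes Vif-driven loss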
Target sequence (Q9HC16 whole entry, looked up): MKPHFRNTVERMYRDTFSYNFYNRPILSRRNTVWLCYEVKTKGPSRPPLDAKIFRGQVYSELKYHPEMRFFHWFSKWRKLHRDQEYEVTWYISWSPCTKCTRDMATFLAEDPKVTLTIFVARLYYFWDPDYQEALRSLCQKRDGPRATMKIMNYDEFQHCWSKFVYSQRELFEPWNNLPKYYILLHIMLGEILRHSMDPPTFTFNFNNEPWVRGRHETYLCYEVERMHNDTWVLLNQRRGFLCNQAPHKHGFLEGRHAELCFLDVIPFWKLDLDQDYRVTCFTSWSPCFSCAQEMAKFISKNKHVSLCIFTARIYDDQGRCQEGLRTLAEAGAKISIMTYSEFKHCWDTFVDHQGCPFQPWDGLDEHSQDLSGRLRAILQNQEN
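Read-out is eYFP fluorescence (Ex 488/Em 500-530) from Vif-expressing HeLa A3G-eYFP cells; more signal means A3G escaped Vif-mediated degradation. Cells plated overnight, compound pinned in, incubated overnight at 37 deg C.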
Active calls of the source: *; ? = inconclusive; · = no result given; & = joins results of further samples; ! = not active in a repeat. Unless noted, the call rests on the fitted dose curve; in most records, active means well fitted curve in the direction sought with a large enough effect; inconclusive means small, poorly fitted or top-dose-only effect, or another doubt; inactive means no such curve, though single readings can be large; an effect the other way counts as inactive or inconclusive. Not all compounds are listed. The share of hits here may be higher or lower than overall.

Structure	Vif-APOBEC3F blk	RXFP1 antagonist	RXFP1 agonist	GRP78 ERSR act	D1 PAM	D1 antag	D1 agonist	D2 potentiator	Vif-APOBEC3G blk
CCOc1cccc2cc(C(=O)N3CCc4ccccc4C3)c(=O)oc12	-9%	4	0.3%	-2%	-4	-6	0	·	0%
CCCCOc1ccc(CN2C(=O)C(=O)c3cc(C)ccc32)cc1OC	0%	-7	-1.6%	-2%	-5	-3	-3	5	-22%
COc1cc(C(C)=O)ccc1OCC(O)CNCC(O)c1ccccc1 (stereo not given)	-9%	5	-1.3%	-3%	9	-8	4	8	-3%
O=c1n(S(=O)(=O)c2cccc3cccnc23)c2ccccc2n1S(=O)(=O)c1cccc2cccnc12	-8%	-22	-2.6%	0%	-2	-10	3	20	2%
COc1ccc(C2(C)NC(=O)N(CC(=O)Nc3ccc4ccccc4c3)C2=O)cc1OC (stereo not given)	15%	-18	0.4%	0%	1	-29	0	7	-4%
CCCCNC(=O)CCNS(=O)(=O)c1ccc(Br)cc1	-3%	-13	0.3%	-4%	0	-18	1	11	0%
COc1ccc(C(=O)Nc2cc(C(F)(F)F)ccc2-n2cnc3ccccc32)cc1	13%	-12	2.1%	-4%	-1	5	4	13	5%
Cc1onc(C(=O)NC(C)c2ccccc2)c1[N+](=O)[O-] (stereo not given)	6%	5	0.2%	-5%	0	1	2	11	1%
CNC(=O)COC(=O)/C=C/c1ccc(F)cc1	1%	-4	-1.5%	1%	2	1	3	4	2%
COCCNc1nc(SCC(=O)N2CCN(c3ccccc3OC)CC2)nc2ccccc12	-14%	0	2.8%	-2%	-1	2	1	9	1%
Cc1cc(C)cc(NC(=O)CN2CCC(NC(=O)c3ccccc3F)CC2)c1	0%	7	1.0%	-7%	-7	-10	2	-4	7%
Cc1nc(N/N=C/c2ccccc2)nc(N(C)c2ccccc2)c1[N+](=O)[O-]	0%	-12	0.1%	-3%	-5	-6	3	15	-1%
CCC(Sc1nnc(-c2ccc(C)c(Cl)c2)n1CC)C(=O)Nc1nccs1 (stereo not given)	·	-15	1.3%	-5%	-7	-22	9	-4	3%
CC(C)=CCC(C)(C)C1OCCN1C(=O)c1ccccc1 (stereo not given)	-5%	7	0.4%	0%	-2	-7	1	-1	3%
Cc1nn(CC(=O)N(C)C)c(C)c1S(=O)(=O)N1CCOCC1	-6%	-3	-0.1%	-1%	0	27	2	0	-8%
OCCCc1cn(Cc2ccccc2)c2ccccc12	-2%	-10	0.1%	-2%	-5	-9	0	0	-5%
CC1CCCN(C(=O)COC(=O)Cc2ccc(Cl)cc2)C1 (stereo not given)	1%	-16	0.5%	-1%	-8	12	1	6	0%
O=C(c1ccc(S(=O)(=O)N2CCCCC2)cc1)N(c1ccccn1)C1CCCCC1	-10%	-11	-0.4%	-5%	6	14	0	1	-2%
CC1CCCCC1NC(=O)COC(=O)CCC(=O)c1cccs1 (stereo not given)	1%	7	0.6%	-3%	3	9	1	-6	6%
O=C(NC1CCCCCC1)c1ccco1	7%	15	2.5%	-5%	3	0	2	8	5%
Cc1ccn2cc(C(=O)Nc3ccccc3N3CCOCC3)nc2c1	-10%	6	1.4%	4%	6	-10	2	11	-8%
Cc1ccc(SCC(=O)Nc2ccc(N3CCOCC3)cc2)cc1	2%	23	3.8%	-2%	2	-25	3	0	1%
CCCS(=O)(=O)N1CCC(C(=O)NCCc2ccc(OC)c(OC)c2)CC1	5%	-16	-0.3%	-3%	3	-12	1	1	-1%
COc1ccc(CC(=O)N(Cc2ccccc2)c2ccc(C)cc2)cc1OC	-3%	-33	2.1%	-1%	-10	5	-1	-6	-8%
CCOc1ncccc1C(=O)Nc1cccc(C(=O)Nc2cccc(S(=O)(=O)CCO)c2)c1	-5%	-7	0.7%	-4%	-4	-6	3	-2	-3%
N=c1ccn(Cc2ccc(Cl)cc2)cc1	2%	0	-0.6%	-5%	-3	-7	-1	0	0%
Cc1ccc(S(=O)(=O)c2cccc(S(=O)(=O)N3CCCC3)c2)cc1S(=O)(=O)N1CCCC1	-5%	25	2.8%	1%	-4	-9	19	-10	3%
O=C(c1ccc2c(c1)N(Cc1cccc(Cl)c1)C(=O)c1ccccc1S2)N1CCOCC1	-13%	-7	6.3%	1%	-3	20	10	5	-11%
CCn1c(C)c(CCC(=O)O)c(=O)n2nc(-c3ccccc3OC)cc12	5%	-15	8.1%	-2%	3	-10	1	-10	-2%
CC(C)NC(=O)Nc1ccc2c(c1)C(=O)N([C@@H](C)CO)C[C@@H](C)[C@H](CN(C)Cc1ccccc1)OCCCC[C@H](C)O2	-15%	3	·	-6%	·	·	·	·	-4%
CC(=O)c1ccc(N2CCN(S(=O)(=O)c3ccc(-c4coc(C)n4)cc3)CC2)cc1	-1%	·	?	-7%	-6	3	3	-7	-10%
COc1ccccc1CNC(=O)c1nnn(CC(=O)Nc2c(C)cccc2C)c1N	-25%	6	-3.7%	-4%	2	0	0	5	-11%
COc1ccc2cc(/C=C/C(=O)N3CCN(CC(=O)N4CCCCCC4)CC3)ccc2c1	6%	-8	-2.0%	-6%	2	0	7	-10	0%
CC(=O)c1ccc(NC(=S)Nc2cccc(Cl)c2C)cc1	-6%	4	0.5%	-2%	5	7	1	3	0%
O=C(N=c1nc2ccccn2s1)c1ccccc1	-7%	-2	-1.5%	0%	-7	7	2	2	-1%
COc1ccc(S(=O)(=O)N2CCN(C3CCCCCCC3)CC2)cc1	-12%&4%	-13&-4	0.2%&0.9%	-2%&-2%	-7&-14	-68*!	-1&3	-6	0%&0%
COC(=O)Oc1ccc(/C=N/NS(=O)(=O)c2ccccc2)cc1OC	-1%	-5	-3.5%	-3%	-8	-1	0	·	-7%
CC(=O)Nc1ccc(C(=O)OCC(=O)c2ccc(S(=O)(=O)N3CCCCC3)cc2)cc1	?	-12	0.1%	-3%	1	1	5	9	0%
Cn1c(/C=C/c2cccc([N+](=O)[O-])c2)c([N+](=O)[O-])c(=O)n(C)c1=O	9%	-19	0.6%	-3%	2	-4	2	10	-15%
COc1ccc(CNCCSc2nnnn2-c2ccccc2)cc1	0%	-5	0.5%	-3%	3	-1	14	-32	2%
CC(C)Cc1ccc(S(=O)(=O)N2CCN(c3ccccn3)CC2)cc1	-3%	-5	1.0%	-3%	-3	-17	3	-16	0%
CSc1ccc(/C=C(/NC(=O)c2ccco2)C(=O)N2CCCCC2)cc1	-3%	3	-1.3%	?	-1	6	2	9	-1%
COc1ccc2cc(S(=O)(=O)N3CCCCC3)ccc2c1S(=O)(=O)N1CCCCC1	-7%	-3	1.4%	-5%	0	-13	3	·	-1%
Cc1cccc(NC(=O)C2CCCN(S(=O)(=O)c3cccs3)C2)c1C (stereo not given)	-15%	3	-0.2%	-3%	-5	11	6	-8	0%
COCCCNC(=S)NNC(=O)c1cc(-c2ccncc2)nc2ccccc12	5%	-12	0.1%	-3%	12	-13	4	·	2%
COC(=O)c1cc(-n2cccc2)ccc1N1CCOCC1	11%	0	2.3%	-2%	-1	-2	2	6	1%
CC1CC(C)CN(S(=O)(=O)CCNC(=O)c2ccccc2)C1 (stereo not given)	5%	8	-0.1%	-3%	10	-15	1	-7	0%
COc1cc(/C=C2/NC(=O)N(Cc3ccccc3F)C2=O)ccc1Oc1ccc([N+](=O)[O-])cn1	-1%	-4	2.3%	-5%	0	-7	3	·	-3%
Cc1ccc(C)c(NC(=O)CCCCCCCCCCC2COCCO2)c1 (stereo not given)	-3%	26	1.0%	-3%	-5	-3	1	-7	-1%
O=S(=O)(c1ccc(N2CCCC2)nc1)N1CCOCC1	-2%	-2	1.6%	-3%	0	2	-1	2	0%
CCOC(=O)c1cnn(-c2ccccc2)c1NC(=O)CN1CCOCC1	1%	3	-7.9%	-2%	1	-7	4	-4	3%
Cc1ccc(C)c2[nH]c(=O)c(CN(CC3CCCO3)C(=O)NC3CCCCC3)cc12 (stereo not given)	-6%	12	1.7%	-5%	-3	3	2	1	-1%
O=C(CSc1nc(O)cc(=O)n1-c1ccccc1)Nc1ccccn1	15%	1	0.6%	-2%	-4	3	4	0	-7%
CCOC(=O)c1cc(Br)c(=O)n2ccccc12	1%	·	?	-4%	0	-2	1	3	0%
CCOc1ccc(S(=O)(=O)c2cn(Cc3ccc(C)cc3)c3ccc(OC)cc3c2=O)cc1	1%	-7	7.2%	-4%	-4	-16	10	4	3%
O=[N+]([O-])c1cccc(-c2nc(-c3ccccc3)no2)c1	1%	-19	-0.4%	2%	-1	-5	9	-6	1%
C=CCOc1c(Br)cc(/C=C2/C(=O)ON=C2C)cc1OC	-8%	-10	0.5%	-3%	-2	-9	-1	-5	-7%
Cc1ccc(NC(=O)CCNS(=O)(=O)c2ccc3[nH]c(=O)oc3c2)c(Cl)c1	8%	5	0.0%	-4%	0	0	0	-7	-10%
O=C(CCNC(=O)c1ccc(Cl)cc1)Nc1ccc(Cl)cc1F	5%	9	0.7%	2%	-4	-12	2	-5	-5%
O=[N+]([O-])c1cc(/C=N/Nc2nc(N3CCOCC3)nc(N3CCOCC3)n2)ccc1Cl	-2%	-7	1.4%	1%	1	5	1	2	-5%
CC(C)N(C1=N/C(=C\c2ccco2)C(=O)N1c1ccccc1)C(C)C	-24%	0	0.9%	-2%	-1	-8	2	2	-6%

Printed as active in D1 antag (from the list above):
Compound | RXFP1 antagonist | RXFP1 agonist | D1 PAM | D1 antag | D1 agonist | D2 potentiator | Vif-APOBEC3G blk
COc1ccc(S(=O)(=O)N2CCN(C3CCCCCCC3)CC2)cc1 | -13&-4 | 0.2%&0.9% | -7&-14 | -68*! | -1&3 | -6 | 0%&0%
